uPA generation: qHTS for Inhibitors of Cell Surface uPA Generation | 0.31% of 330,000 active | AID 540303, 2011 | Potency, µM (top dose mostly 38.3 µM), for the others: top-dose activity change, negative = inhibition, most hits filed as inhibitors | cell surface uPA generation assay, qHTS; active = well fitted inhibition curve with a large enough effect; inconclusive = small, poorly fitted or top-dose-only effect; inactive = no such curve, though single readings can be large or run the other way; tested in mouse RAW 264.7 cells; note: potency is the fitted concentration of half-maximal effect; % is set by controls: 0 for no effect and ±100 for the full control effect; nearly all actives have a fitted effect of over 55% in size
FLuc counter: qHTS profiling assay for firefly luciferase inhibitor/activator using purifed enzyme and Km concentrations of substrates (counterscreen for miR-21 project); 6.9% of 360,000 active; AID 588342, 2011; Potency, µM (highest dose often 57.5 µM), without a hit: at the top dose activity change, negative = inhibition, hits mostly inhibitors; purified FLuc, Km substrates, luminescence inhibition; Luciferin 4-monooxygenase (Photinus pyralis), P08659;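 note: potency is the fitted concentration of half-maximal effect; plate controls were vehicle for no effect and reference inhibitor for full effect; nearly all actives have a fitted effect of over 55% in size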
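Purified P. pyralis luciferase, 10 nM final, with Km-level 10 uM D-luciferin and 10 uM ATP in 50 mM Tris acetate pH 7.5, 10 mM Mg acetate, 0.01% Tween-20, 0.05% BSA; 6-point qHTS titration about 60 µM downward; luminescence read.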
Coupling enz: qHTS Assay for Inhibitors of Fructose-1,6-bisphosphate Aldolase from Giardia Lamblia: Coupling assay counterscreen; coupling enzyme system counterscreen, AmpLite Red fluorescence; activity change, negative = inhibition, % at 58.2 µM, hits read low; 0.67% of 290,000 active; AID 2472, 2010; in the data active = activity change below about -30%; note: % is set by controls: 0 for no effect and ±100 for the full control effect
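Counterscreen of the coupled detection system alone, without aldolase: glyceraldehyde-3-phosphate coupling enzymes plus AmpLite Red readout. Compounds at 57.5 uM final, 10 min RT preincubation, 20 min RT reaction, fluorescence 525/598 nm.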
NPC1 prom act: qHTS Assay for NPC1 Promoter Activators; Huh7 NPC1 promoter luciferase reporter, 24 h; Potency, µM (series often up to 9.22 µM), for inactives: at the highest dose activation, most hits filed as activators; 2.4% of 320,000 active;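 note: potency is the fitted concentration of half-maximal effect; % of control where 0% means no effect; nearly all actives have a fitted effect of over 60% in size; reporter is driven by a mutant NPC1 promoter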
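Luciferase expression driven by the NPC1 promoter was measured in stably transfected Huh7 cells after a 24 h compound incubation, using a luciferase reagent and a luminescence read.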
RORgamma inh: qHTS for inhibitors of ROR gamma transcriptional activity; Nuclear receptor ROR-gamma (Mus musculus), P51450; Drosophila S2 Gal4-RORgamma UAS-luciferase reporter, 20 h; Potency, µM (highest dose often 53.6 µM), for the others: at the highest dose activity change, negative = inhibition, most hits filed as inhibitors; 5.4% of 310,000 active; note: potency is the fitted concentration of half-maximal effect; % is set by controls: 0 for no effect and ±100 for the full control effect; nearly all actives have a fitted effect of over 60% in size
Target sequence (P51450 whole entry, looked up, the tested form may be a part): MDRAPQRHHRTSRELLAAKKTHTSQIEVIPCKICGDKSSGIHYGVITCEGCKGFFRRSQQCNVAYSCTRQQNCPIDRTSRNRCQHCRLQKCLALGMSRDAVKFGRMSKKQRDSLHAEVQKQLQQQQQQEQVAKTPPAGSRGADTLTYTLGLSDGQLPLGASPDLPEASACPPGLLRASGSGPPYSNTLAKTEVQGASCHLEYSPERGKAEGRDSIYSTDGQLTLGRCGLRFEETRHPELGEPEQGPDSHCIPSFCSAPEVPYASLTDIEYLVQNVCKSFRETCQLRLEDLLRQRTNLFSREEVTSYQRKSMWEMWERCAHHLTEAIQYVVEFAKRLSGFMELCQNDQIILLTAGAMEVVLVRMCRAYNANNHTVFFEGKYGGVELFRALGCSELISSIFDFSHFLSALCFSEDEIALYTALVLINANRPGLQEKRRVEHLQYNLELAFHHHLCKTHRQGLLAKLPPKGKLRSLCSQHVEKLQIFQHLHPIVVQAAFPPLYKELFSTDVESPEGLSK
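Stably transfected Drosophila Schneider cells are the test system, with ROR gamma fused to Gal4 and luciferase under UAS control; luminescence is read after 20 hr of 700 uM copper sulfate induction at ambient temperature.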
Rab9 promoter act: qHTS Assay for Rab9 Promoter Activators. Huh7 Rab9 promoter-luciferase reporter, luminescence, 24 h. Potency, µM (highest dose often 9.22 µM), without a hit: at the highest dose activation, negative = inhibition, hits mostly activators. 2.8% of 320,000 active. AID 485297, 2010; note: potency is the fitted concentration of half-maximal effect; % of control where 0% means no effect; nearly all actives have a fitted effect of over 60% in size
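Luminescence read-out: Huh7 cells stably expressing Rab9-luciferase, treated 24 h with compound at 37 °C, then lysed with luciferase reagent for 10 min at ambient before reading.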
KCNH2 3.1 inh: qHTS for Inhibitors of KCHN2 3.1: Mutant qHTS | U2OS KCNH2 3.1, thallium flux FluxOr; active compounds read low | Potassium voltage-gated channel subfamily H member 2, brain isoform KCNH2 3.1 (human) | activity change, % (tested at about 1.8 µM) | 0.95% of 340,000 active;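 active = maximum activity change below -70%; inconclusive = maximum activity change from -70% to -50%; inactive = maximum activity change above -50%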;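 note: thallium influx rate constant from kinetic fluorescence after stimulation buffer; % is set by controls: 0 for no effect and ±100 for the full control effect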
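Thallium flux via FluxOr fluorescence (Red40 quencher, 45 min loading) in U2OS cells virally expressing the KCNH2 3.1 isoform (1.77 x 10^8 /mL virus, overnight at 37 C). Rate constants from 2-min kinetic reads post-stimulation, normalised to positive and negative controls.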
Giardia kill: Small Molecules that selectively kill Giardia lamblia: qHTS; Giardia lamblia trophozoite viability; AID 540267, 2011; activity change, % at 7.66 µM, hits read low; 0.15% of 340,000 active; in the data active = activity change below about -80%; inconclusive = between about -30% and that limit;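 note: parasites exposed to compound for two days anaerobically before the ATP read; % is set by controls: 0 for no effect and ±100 for the full control effect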
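Trophozoites 100 cells/well + cpd; 48 hrs, 37 deg C, anaerobic. ATPLite 1-Step added, 15-30 min RT, luminescence read (ATP-based viability).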
VP16 counter: VP16 counterscreen qHTS for inhibitors of ROR gamma transcriptional activity. Drosophila S2 Gal4-VP16 UAS-luciferase, luminescence, 20 h. Potency, µM (series often up to 53.6 µM), without a hit: at the highest dose activity, negative = inhibition, usual class: inhibitors. 3.5% of 310,000 active;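 note: Gal4-VP16 expression switched on by copper sulfate through the metallothionein promoter; potency is the fitted concentration of half-maximal effect; % is set by controls: 0 for no effect and ±100 for the full control effect; nearly all actives have a fitted effect of over 50% in size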
Tb PFK inh: qHTS Assay to Find Inhibitors of T. brucei phosphofructokinase. Potency, µM (doses to about 57.5 µM), without a hit: at the highest dose activity, negative = inhibition, actives largely listed as inhibitors. 0.17% of 330,000 active. T. brucei PFK, ADP-Glo luminescence;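 note: potency is the fitted concentration of half-maximal effect; 0% = uninhibited 1x PFK enzyme wells and -100% = no-enzyme wells; nearly all actives have a fitted effect of over 60% in size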
Target sequence (O15648 whole entry, looked up): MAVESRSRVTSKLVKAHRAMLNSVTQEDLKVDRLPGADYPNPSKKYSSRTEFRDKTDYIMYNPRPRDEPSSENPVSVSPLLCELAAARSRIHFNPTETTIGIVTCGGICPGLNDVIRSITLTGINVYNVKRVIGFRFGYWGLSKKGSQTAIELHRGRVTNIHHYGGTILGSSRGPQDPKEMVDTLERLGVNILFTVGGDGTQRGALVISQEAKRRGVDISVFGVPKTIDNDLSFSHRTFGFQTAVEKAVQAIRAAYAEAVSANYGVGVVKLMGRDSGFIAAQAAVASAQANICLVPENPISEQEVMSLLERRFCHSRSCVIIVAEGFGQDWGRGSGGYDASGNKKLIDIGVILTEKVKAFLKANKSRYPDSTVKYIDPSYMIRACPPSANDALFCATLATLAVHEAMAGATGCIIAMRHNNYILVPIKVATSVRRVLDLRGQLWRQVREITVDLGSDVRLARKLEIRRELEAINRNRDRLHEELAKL
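ADP-Glo luminescence quantified ADP after 45 min at room temperature, with 1.25 nM T. brucei PFK, 0.1 mM ATP and 0.5 mM fructose-6-phosphate in pH 8.0 TEA buffer. qHTS titrations up to 57 µM; curves classified by quality.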
ELG1 genotoxic: qHTS screen for small molecules that induce genotoxicity in human embryonic kidney (HEK293T) cells expressing luciferase-tagged ELG1; AID 504466, 2011; HEK293T ELG1-luciferase reporter, luminescence, 16 h; Potency, µM (doses to about 46 µM), without a hit: top-dose activity change, positive = activation, actives largely listed as activators; 1.3% of 330,000 active; note: potency is the fitted concentration of half-maximal effect; % of control where 0% means no effect; nearly all actives have a fitted effect of over 60% in size
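Step 1: seed 2,000 HEK293T ELG1-luciferase cells per well. Step 2: add compound or DMSO, incubate 16 hr at 37 °C. Step 3: ONE-Glo, 30 min at room temperature, read luminescence.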
An asterisk follows results filed as active; ? = inconclusive; . = no result given; [ ] = another dose, or the depositor's remark. Unless noted, calls come from the whole dose curve; as a rule, active = well fitted curve in the direction sought with a large enough effect; inconclusive = small, poorly fitted or top-dose-only effect, or another doubt; inactive = no such curve, though single readings can be large; an effect the other way counts as inactive or inconclusive. Rows were taken by chance; any-hit rate near 14%.

SMILES	uPA generation	FLuc counter	Coupling enz	NPC1 prom act	RORgamma inh	Rab9 promoter act	KCNH2 3.1 inh	Giardia kill	VP16 counter	Tb PFK inh	ELG1 genotoxic
CCC1CCCCN1C/C=C/c1ccccc1[N+](=O)[O-] (centres undefined)	.	0%	-2	-2%	-26%	0%	-16	1	-8%	-16%	-4%
COc1ccc(NC2=C3CCCC=C3N(c3ccc(OC)cc3)C2=O)cc1	-1%	-5%	-6	-9%	18%	-3%	1	-7	-4%	4%	-6%
Cc1nonc1OCCN1CCN(c2ccccc2[N+](=O)[O-])CC1	5%	-3%	-3	2%	2%	-3%	14	0	2%	2%	-3%
O=C(COC(=O)/C=C/c1ccc(OC(F)F)cc1)NC1CCCC1	0%	0%	.	-4%	.	-1%	-5	3	.	5%	1%
CSc1nn2c(C)c(C)c(C)nc2c1C#N	-3%	6%	0	-1%	-4%	-3%	2	7	4%	-4%	0%
COc1cccc(CC(NC(C)=O)C(=O)NC2CCN(c3ncccc3[N+](=O)[O-])CC2)c1 (centres undefined)	.	2%	0	-11%	-9%	11%	.	.	2%	-2%	-4%
CCc1c(C(=O)N/N=C/c2cccs2)nnn1-c1nonc1N	11%	12µM*	-6	17%	13µM*	15%	17	-17	?	-5%	4%
CN1C(=O)CC(c2ccco2)Sc2ccccc21 (centres undefined)	.	-1%	5	-1%	-32%	-22%	-3	12	17%	-7%	?
CCOC(=O)c1c[nH]c2c(C)cc(C)cc2c1=O	0%	1%	-5	-6%	8%	-3%	-2	-12	-5%	-4%	-8%
CCCCn1nc(NC(=O)CCC)c2cc3cc(OC)ccc3nc21	10%	-2%	-6	20%	-19%	4%	7	-6	2%	4%	7%
COc1ccccc1NC(=S)N/N=C/c1cccc(C)c1	-11%	-16%	0	0%	0.89µM*	-2%	-13	11	1.3µM*	-9%	4%
COc1cc(/C=C/C(=O)NCC(=O)N2CCC(N(C)CCN3CCOCC3)CC2)ccc1OC(C)C	4%	-7%	1	-8%	-12%	-3%	.	-7	-3%	1%	7%
CCOc1ccc2[nH]c(=O)c(CN(CCO)C(=O)c3ccc(F)cc3)cc2c1	-2%	0%	-1	9%	8%	1%	4	-15	11%	2%	0%
Cc1nc2cc(C(=O)O)ccc2n1-c1ccccc1	-10%	1%	9	-1%	35%	7%	7	-10	4%	6%	0%
CC1(C)C(CO)=CC(=O)C2=C1SCC(=O)N2	3%	-2%	-2	-3%	-31%	-2%	-11	-10	-6%	-7%	4%
CCCNC(=O)Cn1cc(S(=O)(=O)N2CCCC2)c(S(=O)(=O)N2CCCC2)c1	7%	2%	.	6%	-3%	-1%	-3	32[activator]	3%	-2%	0%
O=C(NC1(C(F)(F)F)N=C2SCCN2C1=O)c1ccccc1F (centres undefined)	-3%	0%	0	-5%	-9%	-3%	-3	2	-9%	-1%	0%
Cc1c(Cl)cccc1Nc1ncccc1C(=O)OCC(O)CO (centres undefined)	.	2%	-2	-6%	-2%	-3%	.	.	2%	-2%	6%
CCCN1CCN(C(c2cc3cc(OCC)ccc3[nH]c2=O)c2nnnn2C2CCCCC2)CC1 (centres undefined)	.	2%	-1	16%	0%	4%	-32	25	0%	-2%	-4%
N#Cc1ccc(C(=O)N/N=C/c2cn(CC(=O)O)c3ccccc23)c(F)c1	-2%	?	-1	-1%	-9%	-3%	-21	18	-15%	0%	-1%
CCCC(=O)Nc1ccc(C(=O)Nc2cc(C(F)(F)F)ccc2Cl)cc1	-5%	3%	-1	-9%	21%	-3%	-18	-12	-11%	-2%	-3%
Cn1c(NCCO)nc2c1c(=O)n(Cc1ccc(F)cc1)c(=O)n2C	3%	5%	1	0%	-22%	-4%	-4	-2	1%	1%	2%
O=C(c1cccnc1)N1CCN(Cc2ccc3ccccc3c2)CC1	-7%	6%	1	-13%	7%	3%	17	20	4%	-4%	-11%
Cc1cccc(OCC(O)CN2CCc3ccccc3C2)c1 (centres undefined)	9%	-1%	0	0%	2%	-2%	-28	-24	-4%	9%	-2%[9.26 µM]
CCOc1cc(C2C(C(=O)OCC(C)C)=C(C)N=C3SCCC(=O)N32)ccc1OC(C)=O (centres undefined)	-2%	0%	-4	0%	28%	-7%	3	13	10%	5%	1%
COC(=O)NC1CSCC1OC(=O)c1ccc(Br)cc1 (centres undefined)	1%	1%	1	-1%	12%	2%	-8	-3	-3%	2%	2%
S=C(NNC(=S)NC1CC2CCC1C2)NC1CC2C=CC1C2 (centres undefined)	-3%	0%	1	-1%	?	0%	5	-30	-3%	0%	-3%
O=C(NCc1cccs1)C1CCCN(S(=O)(=O)c2ccc3c(c2)OCO3)C1 (centres undefined)	-2%	-2%	0	5%	?	-4%	-3	0	0%	-3%	-3%
N/C(=N\OC(=O)Cc1ccccc1)c1ccc([N+](=O)[O-])cc1	1%	-19%	-1	1%	38%	0%	-9	6	24%	6%	-1%
Cc1ccc(C(=O)N/C(=C/c2ccc(N(C)C)cc2)C(=O)NCC2CCCO2)cc1 (centres undefined)	11%	-2%	1	0%	?	5%	3	2	-4%	0%	11%
C[C@@]12C(=O)N(CC3CCCO3)CC(=O)N1[C@H]1c3ccccc3OC[C@@H]1[C@@H]2c1ccccc1 (some centres undefined)	9%	5%	.	-1%	.	-4%	-4	-10	.	-4%	3%
Clc1ccccc1Cn1nnc(-c2cccs2)n1	7%	15µM*	5	3.2µM*	?	3.5µM*	-1	19	23%	-14%	18µM*
COc1ccc(-c2noc(CCCC(=O)NCCc3ccccc3)n2)cc1OC	3%	-2%	1	2%	-40%	0%	14	4	-12%	4%	3%
CCCCOc1cccc(C(=O)NC(=S)Nc2cccc(NC(=O)c3ccccc3Cl)c2)c1	3%	-3%	-1	-11%	?	-8%	-6	3	?	?	-3%
Cc1nc(SCC(=O)Nc2ccccn2)n[nH]1	2%	1%	3	-3%	34%	-5%	4	10	-10%	-6%	0%
Cc1[nH]c2ccccc2c1/C=C(\C#N)S(=O)(=O)c1ccccc1	.	-1%	0	-1%	2%	-5%	-19	8	-4%	-1%	-3%
CCCn1c(NC(=O)C2CCN(C(=O)c3ccc(F)cc3)CC2)nc2ccccc21	-2%	-1%	.	0%	7.1µM*	2%	-2	-8	8.9µM*	1%	-11%
CC(=O)c1sc(NC(=O)c2ccccc2C)nc1C	-10%	?	0	21%	11%	?	11	7	-17%	-2%	?
CCOC(=O)Nc1ccc(=O)n(Cc2c(Cl)cccc2Cl)c1	-3%	-1%	-25	-3%	-25%	-3%	-8	9	17%	0%	4%
COc1ccc(CCC2(C)NC(=O)N(C(C)C(=O)N3c4ccccc4CC3C)C2=O)cc1 (centres undefined)	11%	.	.	-4%	.	-3%	-10	14	.	21%	-6%
OC1(C(F)(F)F)CC(O)(C(F)(F)F)n2nc(-c3ccccc3)cc2N1 (centres undefined)	.	-1%	-10	-3%	?	2%	4	-6	?	-4%	2%
CN(C)CCN(C(=O)c1ccc(S(=O)(=O)N(C)C)cc1)c1nc2cc3c(cc2s1)OCCO3	4%	-7%	2	23%	-13%	?	-5	-2	-2%	-3%	?
Cc1ccc2c(c1)C(c1ccncc1)=NNC(c1ccc(C(C)C)cc1)=N2	.	-1%	0	1%	-35%	-1%	.	.	-2%	3%	-1%
CC(NC(=O)COC(=O)c1cc([N+](=O)[O-])ccc1N1CCOCC1)c1ccccc1 (centres undefined)	-2%	0%	.	-6%	43%	-1%	6	-15	?	1%	4%
COc1ccccc1NC(=O)c1ccc(NC(=O)c2ccco2)cc1	-3%	-6%	-5	1%	10%	14%	-2	8	12%	0%	1%
COc1ccc(-c2noc(-c3ccc4c(c3)OCO4)n2)cc1	5%	0.95µM*	1	0.79µM*	-25%	1.1µM*	-22	-19	3%	1%	?
COc1ccc(-c2csc3nc[nH]c(=O)c23)cc1	-5%	-19%	1	5%	6%	0%	4	11	5%	2%	0%

Bioassay records deposited in PubChem BioAssay by National Center for Advancing Translational Sciences (NCATS).
